# RORgamma inh = qHTS for inhibitors of ROR gamma transcriptional activity | Drosophila S2 Gal4-RORgamma UAS-luciferase reporter, 20 h | Potency, µM (titrated, usually from 53.6 µM), for the others: top-dose activity change, negative = inhibition, actives largely listed as inhibitors | 5.4% of 310,000 active | AID 2551, 2010; note: potency is the fitted concentration of half-maximal effect; % is set by controls: 0 for no effect and ±100 for the full control effect; nearly all actives have a fitted effect of over 60% in size
# Target sequence (P51450 whole entry, looked up, the tested form may be a part): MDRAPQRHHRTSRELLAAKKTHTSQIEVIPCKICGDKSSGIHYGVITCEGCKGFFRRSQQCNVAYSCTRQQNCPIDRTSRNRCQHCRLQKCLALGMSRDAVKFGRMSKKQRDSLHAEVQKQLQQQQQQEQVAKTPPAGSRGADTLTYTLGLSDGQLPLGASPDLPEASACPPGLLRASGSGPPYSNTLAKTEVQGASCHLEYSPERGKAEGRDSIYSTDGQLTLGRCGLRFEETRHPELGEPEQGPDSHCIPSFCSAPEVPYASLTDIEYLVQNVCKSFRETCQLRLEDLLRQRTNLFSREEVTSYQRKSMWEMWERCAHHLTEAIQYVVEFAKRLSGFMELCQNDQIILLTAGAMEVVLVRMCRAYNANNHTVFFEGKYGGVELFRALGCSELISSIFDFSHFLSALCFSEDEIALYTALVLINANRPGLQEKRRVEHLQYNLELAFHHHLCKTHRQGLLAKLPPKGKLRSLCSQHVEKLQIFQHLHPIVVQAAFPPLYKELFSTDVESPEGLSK
#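 Drosophila Schneider cells stably carrying a metallothionein-driven Gal4 DBD–ROR gamma fusion and a UAS-Photinus luciferase reporter were exposed to compound for 1 hr, then induced with copper sulfate (700 uM final) for 20 hr at ambient temperature before luminescence reading.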
# Giardia kill = Small Molecules that selectively kill Giardia lamblia: qHTS. AID 540267, 2011. 0.15% of 340,000 active. Giardia lamblia trophozoite viability. activity change, % at 7.66 µM, hits read low; in the data active = activity change below about -80%; inconclusive = between about -30% and that limit;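 note: parasites exposed to compound for two days anaerobically before the ATP read; % is set by controls: 0 for no effect and ±100 for the full control effect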
#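 Luminescence from cellular ATP indicates surviving trophozoites (100 cells/well) following 48 hrs anaerobic compound treatment at 37 deg C; signal develops 15-30 min at room temperature.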
# p53 reactivation = qHTS assay for re-activators of p53 using a Luc reporter | H1299 p53-A138V BP100-luciferase reporter, luminescence, 24 h | AID 504706, 2011 | Potency, µM (titrated, usually from 92.2 µM), inactives show at the top dose activity change, positive = activation, most hits filed as activators | 0.063% of 320,000 active; note: potency is the fitted concentration of half-maximal effect; % of control where 0% means no effect; nearly all actives have a fitted effect of over 45% in size
#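 p53-null H1299 cells stably carrying temperature-sensitive p53-A138V and a BP100-luciferase reporter were pinned with compounds (4-point, 1:5 series) and held 24 hrs at 37 deg C. Luminescence was read 10 min after detection reagent.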
# NPC1 prom act = qHTS Assay for NPC1 Promoter Activators | 2.4% of 320,000 active | Huh7 NPC1 promoter luciferase reporter, 24 h | Potency, µM (series often up to 9.22 µM), without a hit: at the top dose activation, actives largely listed as activators;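 note: potency is the fitted concentration of half-maximal effect; % of control where 0% means no effect; nearly all actives have a fitted effect of over 60% in size; reporter is driven by a mutant NPC1 promoter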
#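 Luminescence from an NPC1 promoter-driven luciferase reporter in stably transfected Huh7 cells was measured after 24 h compound treatment at 37 °C, followed by 10 min ambient incubation with luciferase detection reagent.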
# Menin MLL FP TR = qHTS Assay for Inhibitors Targeting the Menin-MLL Interaction in MLL Related Leukemias: Competition With Texas Red Labeled MLL-derived Mutant Peptide. O00255. Menin + Texas Red MLL mutant peptide, fluorescence polarization. Potency, µM (top dose mostly 61.6 µM), inactives show at the highest dose FP activity change, negative = inhibition, usual class: inhibitors. 0.23% of 270,000 active. AID 1768, 2009; active = well fitted inhibition curve with a large enough effect in the polarisation, with a control signal flat, not every such curve was filed as active; inconclusive = small, poorly fitted or top-dose-only effect, or effect the other way, or a change in a side signal; inactive = no such curve, though single readings can be large or run the other way; the % refers to the polarisation; note: potency is the fitted concentration of half-maximal effect; % of control where 0% means no effect; many of its hits are not listed in these tables
# PKM2 act = qHTS Assay for Activators of Human Muscle isoform 2 Pyruvate Kinase; 0.34% of 260,000 active; Pyruvate kinase PKM (Homo sapiens), P14618; purified PKM2, Kinase-Glo ATP luminescence, activation; response scale: 0% is enzyme alone, no compound; Potency, µM (titrated, usually from 57.5 µM), inactives show top-dose activation, actives largely listed as activators; note: potency is the fitted concentration of half-maximal effect; % is set by controls: 0 for no effect and ±100 for the full control effect; nearly all actives have a fitted effect of over 55% in size
# Target sequence (P14618 whole entry, looked up, canonical isoform): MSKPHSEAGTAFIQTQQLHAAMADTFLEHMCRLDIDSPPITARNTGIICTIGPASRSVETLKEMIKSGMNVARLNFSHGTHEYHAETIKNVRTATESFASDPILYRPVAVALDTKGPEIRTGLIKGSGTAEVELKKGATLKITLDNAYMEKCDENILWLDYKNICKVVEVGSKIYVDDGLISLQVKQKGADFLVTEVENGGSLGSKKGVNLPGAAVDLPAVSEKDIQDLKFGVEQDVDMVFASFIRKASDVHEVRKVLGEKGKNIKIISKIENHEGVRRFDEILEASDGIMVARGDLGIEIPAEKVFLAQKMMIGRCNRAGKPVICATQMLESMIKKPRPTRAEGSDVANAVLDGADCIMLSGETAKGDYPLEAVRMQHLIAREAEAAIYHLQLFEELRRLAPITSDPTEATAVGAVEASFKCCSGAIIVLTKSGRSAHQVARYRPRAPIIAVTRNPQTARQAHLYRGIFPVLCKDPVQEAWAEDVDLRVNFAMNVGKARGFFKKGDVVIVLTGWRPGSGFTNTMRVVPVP
#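 ATP formation by purified human PK-M2, quantified via coupled luciferase luminescence after 1 h at room temperature with 0.1 mM ADP and 0.5 mM PEP final.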
# FLuc modulator = qHTS profiling assay for firefly luciferase inhibitor/activator using purifed enzyme and Km concentrations of substrates (counterscreen for miR-21 project). Potency, µM (series often up to 57.5 µM), for the others: at the top dose activity change, negative = inhibition, hits mostly inhibitors. purified FLuc, Km substrates, luminescence inhibition. 6.9% of 360,000 active;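 note: potency is the fitted concentration of half-maximal effect; plate controls were vehicle for no effect and reference inhibitor for full effect; nearly all actives have a fitted effect of over 55% in size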
#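 Purified P. pyralis luciferase (10nM final) with 10uM D-luciferin and 10uM ATP (Km levels) in 50mM Tris acetate pH 7.5, 10mM Mg acetate, 0.01% Tween-20, 0.05% BSA; qHTS 6-point titration, ~60 µM downward; luminescence read.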
# ELG1 genotoxic = qHTS screen for small molecules that induce genotoxicity in human embryonic kidney (HEK293T) cells expressing luciferase-tagged ELG1; 1.3% of 330,000 active; Potency, µM (series often up to 46 µM), for inactives: at the highest dose activity change, positive = activation, usual class: activators; HEK293T ELG1-luciferase reporter, luminescence, 16 h; AID 504466, 2011; note: potency is the fitted concentration of half-maximal effect; % of control where 0% means no effect; nearly all actives have a fitted effect of over 60% in size
#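 Screening used a luciferase reporter fused to human ELG1 in HEK293T cells. Luminescence was read on a CCD plate imager after 16 hr exposure and 30 min ONE-Glo incubation.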
# VP16 counter = VP16 counterscreen qHTS for inhibitors of ROR gamma transcriptional activity; Drosophila S2 Gal4-VP16 UAS-luciferase, luminescence, 20 h; Potency, µM (doses to about 53.6 µM), inactives show at the highest dose activity, negative = inhibition, usual class: inhibitors; 3.5% of 310,000 active;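 note: Gal4-VP16 expression switched on by copper sulfate through the metallothionein promoter; potency is the fitted concentration of half-maximal effect; % is set by controls: 0 for no effect and ±100 for the full control effect; nearly all actives have a fitted effect of over 50% in size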
# BRCA1 expr up = qHTS Assay to Identify Small Molecule Activators of BRCA1 Expression; MCF7-BRCA1-FFLuc reporter, luminescence, 48 h; response scale: scaled: vehicle 0%, 10 µM genistein 100%; Potency, µM (titrated, usually from 46.1 µM), inactives show at the highest dose activation, most hits filed as activators; 1.1% of 380,000 active; AID 624202, 2012; note: potency is the fitted concentration of half-maximal effect; nearly all actives have a fitted effect of over 80% in size; some results filed as inactive show a strong effect at the top dose
#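 Luminescence from a BRCA1-driven firefly luciferase in MCF7 cells was the read-out, taken 15 min after substrate addition following 48 h compound exposure at 37 °C. Data were normalized to a 10 microM genistein control and DMSO vehicle.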
# Rab9 promoter act = qHTS Assay for Rab9 Promoter Activators; 2.8% of 320,000 active; Potency, µM (doses to about 9.22 µM), for the others: at the highest dose activation, negative = inhibition, usual class: activators; Huh7 Rab9 promoter-luciferase reporter, luminescence, 24 h; AID 485297, 2010; note: potency is the fitted concentration of half-maximal effect; % of control where 0% means no effect; nearly all actives have a fitted effect of over 60% in size
#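 Quantitative HTS format; Huh7 Rab9-luciferase reporter cells (1500/well) receive compound 2 h post-plating, incubate 24 h at 37 °C, then get luciferase reagent for 10 min before luminescence reading.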
# Numbers without * were called inactive; u = inconclusive; x = not tested or not shown; & = joins results of further samples; [ ] = remark or other dose. Unless noted, calls come from the whole dose curve; as a rule, active = well fitted curve in the direction sought with a large enough effect; inconclusive = small, poorly fitted or top-dose-only effect, or another doubt; inactive = no such curve, though single readings can be large; an effect the other way counts as inactive or inconclusive. A portion of the library (hit frequency here may not be typical).
1) COc1ccc(-c2ccc(SCC(=O)NCc3ccco3)nn2)cc1OC
2) CN1CCN(CCc2nc3cc(NC(=O)COc4ccc([N+](=O)[O-])cc4)ccc3n2C)CC1
3) COc1ccc(/C=N/NC(=O)C[n+]2ccccc2)c(OC)c1OC
4) NS(=O)(=O)c1ccc(CCNC(=O)C2CCN(S(=O)(=O)c3cnc[nH]3)CC2)cc1
5) COc1ccc(NC(=O)COC(=O)C2CCN(S(=O)(=O)c3cccs3)CC2)cc1
6) CCOC(=O)c1c(NC(=O)COC(=O)CCOc2ccc(C)cc2)sc(C(=O)N(C)C)c1C
7) Cc1ccc(S(=O)(=O)N2CCOCC2)cc1C(=O)N1CCN(S(=O)(=O)c2cccc(F)c2)CC1
8) Cc1ccc(S(=O)(=O)/C(C#N)=C/c2c(N3CCN(Cc4ccccc4)CC3)nc3ccccn3c2=O)cc1

screen / no.	1	2	3	4	5	6	7	8
Rab9 promoter act	3%	4%	1%	-3%	25%	-1%	-5%	3%
FLuc modulator	21µM*	-1%	-1%	-1%	0%	-11%	1%	2%
ELG1 genotoxic	6%	0%	0%	-1%	0%	11%	-3%	-5%
NPC1 prom act	6%	-6%	-2%	-5%	-3%	4%	-5%	-1%
Menin MLL FP TR	-4%	6%	-1%	-1%	-8%	x	x	x
VP16 counter	3%	0%	7%	-4%	0%	x	x	-10%
RORgamma inh	-22%[10 µM]	-17%	10%	-16%	-26%	x	x	-8%
BRCA1 expr up	5%	1%	-4%	-2%	-2%	-35%	-6%	-25%
p53 reactivation	20%	6%	-1%	3%	-3%	3%	0%	-4%
PKM2 act	36%	-1%	-8%	3%	0%	x	x	x
Giardia kill	11	-1	-2	14	24	-2	5	1

9) CCN1CCN(Cc2ccc(NC(=O)Nc3ccccc3Cl)cc2)CC1
10) O=C(CSc1ccc(-c2ccc(Br)cc2)nn1)NC1CCCC1
11) COc1ccccc1N1C(=O)CC(Sc2nc(C)cc(C)n2)C1=O (stereo not drawn)
12) COc1cc(NC(=O)C(C)C)ccc1NC(=O)c1ccco1
13) CN(Cc1cnn(C)c1)C(=O)C1CCC(=O)N(Cc2cccc(C(F)(F)F)c2)C1 (stereo not drawn)
14) O=C(O)C1CCCCC1C(=O)Nc1ccc(Cl)cc1 (stereo not drawn)
15) CCn1c(C(=O)Nc2ccsc2C(=O)OC)cc2sc(Cl)cc21
16) COc1ccc(-n2c(/C=C3\C(=O)N(C)c4ccccc43)nc3ccccc3c2=O)cc1

screen / no.	9	10	11	12	13	14	15	16
Rab9 promoter act	3.5µM*	2%	-4%	1.1µM*	0%	0%	-14%	1%
FLuc modulator	6.7µM*	-10%	2%	19µM*	1%	0%	-2%	4%
ELG1 genotoxic	18µM*	1%	1%	7.9µM*	5%	2%	-6%	-4%
NPC1 prom act	4µM*	1%	-3%	4µM*	0%	6%	-14%	-3%
Menin MLL FP TR	-5%	u	7%	7%	x	4%	7%	x
VP16 counter	-6%	0%	-19%	-12%	4%	x	-2%	-3%
RORgamma inh	-38%	-13%	11µM*	u	-7%	-5%[0.365 µM]	-12%	40%
BRCA1 expr up	u	-2%	-6%	u	-29%	8%	-38%	-26%
p53 reactivation	20µM*	6%	0%	20%	7%	13%	6%	-2%
PKM2 act	-2%	1%	4%	2%	0%	-15%	-11%	4%
Giardia kill	-29	21	-6	-16	-11	-8	4	7

17) CCOc1ccccc1NC(=O)CCNS(=O)(=O)c1ccc2[nH]c(=O)oc2c1
18) Cc1cc(C)nc(NS(=O)(=O)c2ccc(NC(=O)CSc3nc4ccccc4[nH]3)cc2)n1
19) O=C(COC(=O)c1ccccc1)Nc1cccc(S(=O)(=O)N2CCOCC2)c1
20) Cc1[nH]c(=S)sc1Cc1ccc(Cl)c(Cl)c1
21) O=S(=O)(NCC1OCCc2ccccc21)c1ccc(S(=O)(=O)N2CCOCC2)cc1 (stereo not drawn)
22) S=c1[nH]nc(COc2ccccc2)n1/N=C/c1cccs1
23) COc1ccc(NC(=O)NC2CCCCC2C)cc1 (stereo not drawn)
24) O=C(CCc1nc2ccccc2c(=O)[nH]1)OCCOc1ccc(Cl)cc1

screen / no.	17	18	19	20	21	22	23	24
Rab9 promoter act	2%	1%	2%	12%	-2%	-6%	-1%	-2%
FLuc modulator	2%	-3%	-6%	-10%	6%	6%	u	0%
ELG1 genotoxic	2%	0%	3%	-1%	-4%	-1%	13%	1%
NPC1 prom act	-9%	-4%	-2%	-1%	-2%	-2%	1%	0%
Menin MLL FP TR	x	-2%	-21%	0%	1%	-8%	4%	0%
VP16 counter	6%	4µM*	-1%	u	-1%	7.1µM*	26%	-1%
RORgamma inh	-2%	23%	14%	16µM*	27%	u	18%	23%
BRCA1 expr up	8%	-8%	-26%	x	-2%	10%	69%	0%
p53 reactivation	-2%	6%	-1%	6%	23%	-11%	6%	-2%
PKM2 act	x	17%	4%	8%	0%	-6%	-3%	2%
Giardia kill	-3	-6	3	x	15	1	26	-6

25) O=C(CS(=O)(=O)c1ccc(F)cc1)Nc1nccs1
26) O=C(Cn1nc(-c2ccco2)ccc1=O)Nc1ccc(Cl)c(Cl)c1
27) C=CCN(c1ccc(C(=O)Nc2ccc3c(c2)n(C)c(=O)n3C)cc1)S(C)(=O)=O
28) O=C(COc1ccc(S(=O)(=O)N2CCCC2)cc1Cl)N1CCN(c2ccccc2)CC1
29) Cc1cc(/N=C/C=C2\N(C)c3ccccc3C2(C)C)n(CCC#N)n1
30) C=CCNC(=O)c1onc(CSc2cccc(OCC)c2)c1C(=O)O
31) CC1CCCN(CCCNC(=O)CN2C(=O)CSc3ccc(S(=O)(=O)N4CCOCC4)cc32)C1 (stereo not drawn)
32) CC(=O)c1ccc(N2CCN(S(=O)(=O)c3ccc4c(c3)CC(=O)N4)CC2)cc1
33) CSc1nc(N)nc(SCC(=O)Nc2ccc(Cl)cc2)c1C#N
34) O=C1NCCc2c1[nH]c1ccc([N+](=O)[O-])cc21

screen / no.	25	26	27	28	29	30	31	32	33	34
Rab9 promoter act	0%	3%	3%	-7%	-7%	-6%	0%	-4%	8%	1%
FLuc modulator	-1%	-6%	2%	0%	u	-20%	0%&-3%	0%	0%	-4%
ELG1 genotoxic	1%	-10%	u	-8%	-15%	-5%	7%	-1%	-9%	-8%
NPC1 prom act	-6%	0%	0%	4%	-2%	-1%	-3%	-4%	17%	1%
Menin MLL FP TR	x	26%	-2%	-11%	-28%	19%	-20%	1%	-8%	3%
VP16 counter	x	-2%	26%	-10%	0%	-6%	-1%	-13%	-11%	-7%
RORgamma inh	x	4%	42%[1.91 µM]	-3%	12%	2%	-16%	11%	3%	18%
BRCA1 expr up	-5%	-25%	-59%	-3%	-72%	22%	7%	-9%	3%	-12%
p53 reactivation	-4%	-2%	-3%	-4%	-15%	4%	0%	2%	3%	-5%
PKM2 act	x	27%	0%	-1%	-10%	0%	-6%	-6%	4µM*	2%
Giardia kill	14	17	5	19	5	-21	10	-19	12	-6

# Single records (already shown). Screens in order: Rab9 promoter act | FLuc modulator | ELG1 genotoxic | NPC1 prom act | Menin MLL FP TR | VP16 counter | RORgamma inh | BRCA1 expr up | p53 reactivation | PKM2 act | Giardia kill
# Shown for C=CCNC(=O)c1onc(CSc2cccc(OCC)c2)c1C(=O)O : -6% | -20% | -5% | -1% | 19% | -6% | 2% | 22% | 4% | 0% | -21
# Shown for O=C(Cn1nc(-c2ccco2)ccc1=O)Nc1ccc(Cl)c(Cl)c1 : 3% | -6% | -10% | 0% | 26% | -2% | 4% | -25% | -2% | 27% | 17
# Shown for CSc1nc(N)nc(SCC(=O)Nc2ccc(Cl)cc2)c1C#N : 8% | 0% | -9% | 17% | -8% | -11% | 3% | 3% | 3% | 4µM* | 12
# Shown for CC1CCCN(CCCNC(=O)CN2C(=O)CSc3ccc(S(=O)(=O)N4CCOCC4)cc32)C1 (stereo not drawn) : 0% | 0%&-3% | 7% | -3% | -20% | -1% | -16% | 7% | 0% | -6% | 10

# Screens deposited in PubChem BioAssay by National Center for Advancing Translational Sciences (NCATS).
